Candida biofilm: kills Candida albicans biofilms; inhibition, % at 6 µM; C. albicans biofilm + clotrimazole, Alamar Blue; AID 834; hit rate 0.14% among 85,000;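 active means inhibition above 20%; inactive means inhibition below 20%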;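 further: preformed 24 hr biofilms exposed to compound for 48 hr; 0% = biofilm without compound and 100% = blank killed by clotrimazole plus chlorhexidine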
HUVEC tox TNFa: toxic to HUVEC cells under TNF alpha stimulation | cell count reduction, % at 2 µM | HUVEC TNFalpha-stimulated, Hoechst cell count, imaging | AID 848 | hit rate 0.17% among 93,000;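 active means cell count reduction exceeding the screen mean by over 5 SD, scaled to untreated wells per plate, cut at about 78% in these data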;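 further: cells counted after 24 h of TNF alpha exposure following the 1 h pretreatment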
Smad3 FoxH1 inh: inhibitors of human Smad3 transcription factor binding; TR-FRET Smad3/Dy647-FoxH1 peptide binding, europium anti-His; inhibition, % at 25 µM; hit rate 0.29% among 88,000;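 active means compounds that reduce the energy-transfer binding signal between the protein and its labelled peptide by more than half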;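 further: 0% = Smad3 plus labelled peptide maximal FRET and 100% = peptide-only background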
Target sequence (P84022 whole entry, looked up): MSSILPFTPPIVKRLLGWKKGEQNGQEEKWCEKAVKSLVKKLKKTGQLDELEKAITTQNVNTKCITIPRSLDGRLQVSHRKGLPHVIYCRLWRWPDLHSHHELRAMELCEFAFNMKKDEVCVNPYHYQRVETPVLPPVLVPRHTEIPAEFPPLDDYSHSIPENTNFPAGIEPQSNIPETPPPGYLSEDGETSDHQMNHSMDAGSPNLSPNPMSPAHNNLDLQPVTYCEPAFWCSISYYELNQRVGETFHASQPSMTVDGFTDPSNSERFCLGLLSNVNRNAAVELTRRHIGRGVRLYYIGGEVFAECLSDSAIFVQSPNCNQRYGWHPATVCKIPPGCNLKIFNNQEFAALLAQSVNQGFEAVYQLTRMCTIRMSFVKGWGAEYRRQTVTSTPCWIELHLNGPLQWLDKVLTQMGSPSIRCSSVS
cytoskel mod: modifiers of cytoskeleton assembly | HUVEC TNFa F-actin phalloidin imaging, high content | hit rate 0.18% among 91,000 | inhibition, % at 2 µM;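 active means inhibition above the batch mean plus 3 SD and confirmed as a hit by visual image inspection, cut at about 30% in these data, passing the limit was not always enough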; further: strong numbers were not always called active
VCAM1 TNFa inh: reduces TNF alpha induced VCAM1 expression in HUVEC; HUVEC TNFa-induced VCAM-1 immunofluorescence, high-content imaging; inhibition, % at 2 µM; hit rate 0.48% among 95,000; AID 802;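 active means inhibition above the batch mean plus 3 SD, with images confirmed as a hit by eye, cut at about 37% in these data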;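 further: 0% = TNF-stimulated DMSO wells and 100% = unstimulated control wells; not every result past the cut was called active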
ERb SRC1 inh: ER-beta (human) coactivator binding inhibition; Q92731; hit rate 1.3% among 86,000; inhibition, % at 25.6 µM; TR-FRET ER-beta LBD / SRC1-Cy5 peptide binding; receptor agonist-loaded with 1 µM estradiol;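 active means compounds whose percent inhibition of the receptor-coactivator binding signal exceeds about 50% in the single-dose screen, limit read from the data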;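 further: 0% = receptor plus peptide wells without compound and 100% = peptide-only wells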
Target sequence (Q92731 whole entry, looked up, the tested form may be a part): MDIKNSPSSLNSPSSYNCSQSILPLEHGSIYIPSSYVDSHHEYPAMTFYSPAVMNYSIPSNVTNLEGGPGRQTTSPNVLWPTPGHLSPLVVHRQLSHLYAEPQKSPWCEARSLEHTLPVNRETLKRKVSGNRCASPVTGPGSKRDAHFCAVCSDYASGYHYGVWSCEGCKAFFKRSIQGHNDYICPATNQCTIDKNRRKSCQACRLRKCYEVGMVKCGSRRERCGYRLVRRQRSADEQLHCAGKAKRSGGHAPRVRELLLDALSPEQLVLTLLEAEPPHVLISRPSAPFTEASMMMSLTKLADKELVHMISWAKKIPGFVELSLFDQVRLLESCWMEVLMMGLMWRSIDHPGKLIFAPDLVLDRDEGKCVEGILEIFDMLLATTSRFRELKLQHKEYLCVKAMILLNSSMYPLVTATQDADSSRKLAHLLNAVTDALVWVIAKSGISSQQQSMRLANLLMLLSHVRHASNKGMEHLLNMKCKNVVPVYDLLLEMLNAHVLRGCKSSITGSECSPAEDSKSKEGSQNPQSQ
IL1B cytotox: toxic to HUVEC cells under IL-1B stimulation | HUVEC cell count loss, Hoechst imaging, IL-1B stimulated | cell count reduction, % at 2 µM | hit rate 0.41% among 94,000;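 active means cell count reduction more than 3 SD above the screen-wide mean, cut at about 70% in these data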;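 further: normalized per plate to untreated control cells as the no-loss baseline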
sEH act: increases human soluble epoxide hydrolase activity | P34913 | hit rate 0.04% among 91,000 | purified human sEH enzymatic activity, activator screen | activation, % at 2 µM | AID 717; in the data active means activation above about 37%; further: values of inactives mirror those of a sister screen read the other way
sEH inh: inhibitors of human soluble epoxide hydrolase; P34913; recombinant human sEH enzymatic activity assay; inhibition, % at 2 µM; hit rate 0.34% among 91,000; AID 707; in the data active means inhibition above about 80%; further: values of inactives mirror those of a sister screen read the other way; many of its hits are not listed in these tables
Numbers without * were called inactive; nt = not tested or not shown; [ ] = remark or other dose. This is a subset (hit frequency here may not be typical).

SMILES	Candida biofilm	HUVEC tox TNFa	Smad3 FoxH1 inh	cytoskel mod	VCAM1 TNFa inh	ERb SRC1 inh	IL1B cytotox	sEH act	sEH inh
COc1ccc(C(=O)NCc2c(CC(C)C)oc(C)c2C(=O)O)cc1	8	-11	10	-10	6	-5[fluorescence artefact?]	-2	1	2
Cc1ccc(S(=O)(=O)N(C)CC(=O)O/N=C(\N)c2cccc([N+](=O)[O-])c2)cc1	0	-3	1	-3	9	-2	-124	10	-12
CCOC(=O)CCC(=O)NCc1ccc2[nH]c(C)cc2c1	-8	-9	-8	11	2	-7	-18	22	-18
CCCc1nc(SCc2cccnc2)c2c(=O)n(C)c(=O)n(C)c2n1	nt	-10	nt	7	27	nt	25	4	-5
CCS(=O)(=O)NC(C)C(c1cccs1)N1CCN(c2ccc(F)cc2)CC1 (stereo unspecified)	9	-6	2	8	-7	-1	-26	-10	12
CCOC(=O)c1c(NC(NC(C)=O)C(Cl)(Cl)Cl)sc(C(C)=O)c1C (stereo unspecified)	nt	3	nt	-13	-19	nt	24	2	1
Nc1ccc(C2(c3ccc(N)cc3)C(=O)Nc3ccccc32)cc1	nt	-5	nt	16	8	nt	-16	-1	0
CC(=O)N(CCCN1CCOCC1)Cc1ccncc1	9	-34	9	12	-5	-10	-10	0	2
CC(NS(=O)(=O)c1ccc(CCC(=O)NCc2cccnc2)cc1)c1ccccc1 (stereo unspecified)	6	-14	5	-18	2	1	9	-5	6
CN(C)C(=O)CCc1nc2sc3c(c2c(=O)[nH]1)CCCC3	2	-4	-8	-6	5	-5	-22	-3	4
CC(C)OC(=O)NC(C)(C)COC(=O)Nc1cccc(Cl)c1	5	-39	-5	-9	-1	-18	-21	-10	9
Fc1ccc(NC(=S)NN=C2CCCCCC2)cc1	11	-14	-2	-4	2	-1	-8	-5	5
CCOC(=O)Cn1nnc(-c2cccc(OC)c2)n1	nt	5	5	-14	1	-8	-17	-5	4
COc1ccc(Oc2ncnc3c2ncn3Cc2ccccc2)cc1	8	-12	7	10	7	-8	5	18	-18
Cn1c(Cn2nnc3ccccc32)nnc1SCC(=O)c1ccccc1F	0	-37	17	nt	-9	-4	-12	-3	0
CCCCC(=O)Nc1ccnc(-c2cccnc2)n1	nt	-15	nt	-5	16	nt	4	-4	6
Cc1ccc(Oc2ncccc2/C=N/OCc2ccc(Cl)c(Cl)c2)cc1	nt	7	nt	-5	-3	nt	11	7	-8
COc1cc(N=c2ssnc2Cl)cc(OC)c1	-3	-2	1	0	12	-5[fluorescence artefact?]	-33	-8	8
COc1cc(OC)c(C2N(c3cc(C)on3)C(=O)C3CCCN32)cc1OC (stereo unspecified)	6	-21	2	-10	-16	-1	-2	nt	nt
CCOc1ccccc1NC=C1C(=O)OC(C)(C)OC1=O	5	-7	4	2	13	3	19	4	-3
C/C(=N\NC(=O)CC(C)C)c1ccc(Cl)c(Cl)c1	nt	3	nt	-29	-11	nt	-9	-28	30
CCOc1ccccc1Cn1c(=O)oc2ccc(C)cc21	nt	-15	nt	-5	9	nt	-33	1	-1
CCC(=O)Nc1cc(C)c(NC(=O)C23CC4CC(CC(C4)C2)C3)cn1	2	35	14[fluorescence artefact?]	-11	15	-5	4	-4	2
COc1ccc2nc(NC(=S)N(C)C)sc2c1	0	-4	-3	-10	9	-7	7	-10	9
COc1ccc(OCCCC(=O)NCc2ccco2)cc1	nt	-4	nt	27	4	nt	-32	-7	8

Further entries follow:
SMILES	Candida biofilm	HUVEC tox TNFa	Smad3 FoxH1 inh	cytoskel mod	VCAM1 TNFa inh	ERb SRC1 inh	IL1B cytotox	sEH act	sEH inh
CCS(=O)(=O)N1CCN(C(=O)c2ccc(-c3ccccc3)cc2)CC1	0	-9	6	-1	-1	-2	12	5	-7
Cc1c(NC(=O)C(C)N2C(=O)c3ccccc3C2=O)c(=O)n(-c2ccccc2)n1C (stereo unspecified)	8	-22	-2	13	-10	1	6	-9	9
Cc1ccc(N2CC(c3nc4ccccc4n3C)CC2=O)cc1C (stereo unspecified)	1	-32	-12	-2	10	0	-23	-1	4
Cc1cc(C(F)(F)F)nn1CC(=O)NNC(=S)Nc1cccc(Cl)c1	nt	-4	nt	-7	3	nt	-9	-32	33
O=CN1CCN(C(C(=O)NC2CCCC2)c2ccc(Cl)cc2)CC1 (stereo unspecified)	6	9	12	-31	-10	-1	-9	5	-7
COC(=O)c1ccc(CSc2nnc(-c3ccncc3)n2Cc2ccccc2)o1	8	0	1	76*	-9	9	13	-7	9
O=C(CCSc1ccc(Cl)cc1)NC12CC3CC(CC(C3)C1)C2	nt	14	nt	-22	21	nt	10	-80	81*
O=C1CSC(c2nn(-c3ccccc3)cc2-c2cc3ccccc3oc2=O)N1Cc1ccco1 (stereo unspecified)	5	-44	3	-3	-50	-8[fluorescence artefact?]	-13	8	-6
CC(=O)NC(NC(=S)Nc1ccc(N=Nc2ccccc2C)cc1C)C(Cl)(Cl)Cl (stereo unspecified)	nt	9	nt	-8	-1	nt	-25	13	-13
COc1cc(C)c(CN2CCCCC2CO)cc1C (stereo unspecified)	7	-12	-3	16	7	-6	0	4	-5
CN(C)CCNc1oc(-c2cccc(Cl)c2)nc1C#N	6	1	11	5	-6	-24	-7	12	-11
CCOP(=O)(c1ccc(N(C)C)cc1)C(O)c1cc(OC)c(OC)c(OC)c1 (stereo unspecified)	4	-17	6	1	17	-3	-4	1	-1
CCOC(=O)COc1cc(Br)c(/C=N/Nc2ccccc2)cc1OC	nt	8	nt	6	12	nt	-6	-9	11
CCN1CCc2nc(NC(=O)C(c3ccccc3)c3ccccc3)sc2C1	2	-8	8	nt	-16	-13	-16	-7	4
Cn1nnnc1SCC(=O)N1CCN(c2ccccc2)CC1	5	-8	-1	6	16	7	5	nt	nt
COc1ccc(OC)c(CNC(=O)C2CCCN(C(=O)N(C)C)C2)c1 (stereo unspecified)	9	-15	5	-23	18	-9	20	-6	9
OC1=C(O)c2nc3ccccc3nc21	nt	-11	nt	20	12	nt	7	2	-1
Cc1c(NC(=O)C(C)Oc2ncnc3ccccc23)c(=O)n(-c2ccccc2)n1C (stereo unspecified)	8	-7	-2	12	4	-2	-16	4	-5
COc1nc(N(CC(N)=O)S(=O)(=O)c2ccccc2)nc(C)c1Cl	-6	-24	2	-3	3	1	25	17	-11
Cc1ccc(NC(=O)CC2S/C(=N/c3nccs3)N(C)C2=O)c(C)c1 (stereo unspecified)	-6	35	-4	-8	-3	-8	27	1	0
O=C(CSc1nnnn1-c1ccccc1)N1CCCc2ccccc21	-3	-12	-14	8	-4	-2	13	-4	-2
Cc1ccc(CNC(=O)c2cc3c(=O)n(C)c4ccccc4c3n2C)o1	5	-7	2	13	5	6	-12	13	-12
CCN(CC)c1ncnc2c1cnn2C	4	18	4	-62	24	-4[fluorescence artefact?]	-47	10	-10
Cc1ccc(NC(=O)c2cc(S(=O)(=O)N3CCCCC3)cs2)cc1	0	1	9	3	21	6	8	-47	48
Cc1nc2sc(C(c3ccco3)N3CCN(c4cccc(Cl)c4)CC3)c(O)n2n1 (stereo unspecified)	1	-12	7	-24	-25	-16	0	3	-2

Going on with the list.
SMILES	Candida biofilm	HUVEC tox TNFa	Smad3 FoxH1 inh	cytoskel mod	VCAM1 TNFa inh	ERb SRC1 inh	IL1B cytotox	sEH act	sEH inh
CN1C(=O)C2ON(c3ccccc3)C(c3cccs3)C2C1=O (stereo unspecified)	2	-16	1	-4	-3	-2	30	8	-8
CCOC(=O)Cc1csc(NC(=O)CSc2nnnn2-c2ccc(C)c(C)c2)n1	6	-1	9	14	5	32	19	0	5
COCCNC(=O)CSc1nc2cc(OC)c(OC)cc2c(=O)n1CCC1=CCCCC1	nt	-14	nt	14	22	nt	-14	-2	5
CCCCCCCCN1C(=O)C(O)=C(C(C)=O)C1c1ccccn1 (stereo unspecified)	4	-30	11	6	17	-17	-19	2	2
Cc1nn(Cc2ccc(F)cc2)c(C)c1NC(=O)c1cc(-c2ccc3c(c2)OCO3)on1	3	-7	5	-20	0	9	-2	nt	nt
C[C@@H](C(=O)Nc1ccccc1N1CCOCC1)N1C(=O)C2CC=CCC2C1=O (stereo partly specified)	4	-34	-1	19	4	-9	-42	-2	3
C=CCn1c(-c2csc3ccccc23)n[nH]c1=S	nt	-6	nt	-28	-17	nt	-4	2	0
O=C(CCN1C(=O)c2ccccc2C1=O)NC(=S)Nc1cccc(Cl)c1	nt	30	nt	-4	3	nt	5	3	-2
CCOC(=O)C1=C(c2ccccc2)N=C2SCC(=O)N2C1c1ccc2c(c1)OCO2 (stereo unspecified)	nt	-26	-3	nt	8	4	2	-4	4
Nn1c(SC/C=C/c2ccccc2)nnc1-c1ccco1	3	15	-8	-23	20	1[fluorescence artefact?]	4	9	-10
COC(=O)c1cccc(Cn2nnc3ccccc3c2=O)c1	6	-18	11	17	-15	-9	-12	3	-2
CCOC(=O)Cc1csc(NC(=O)CSc2ncnc3c2cnn3-c2ccccc2Cl)n1	8	-15	5	-26	-2	-1	0	-2	4
COc1ccccc1NC(=O)c1ccc(CN(c2cc(Cl)ccc2C)S(=O)(=O)c2ccccc2)cc1	nt	-10	nt	-66	3	nt	-29	3	-4

Molecules shown so far that contain two or more sulfur atoms (eight):
SMILES	Candida biofilm	HUVEC tox TNFa	Smad3 FoxH1 inh	cytoskel mod	VCAM1 TNFa inh	ERb SRC1 inh	IL1B cytotox	sEH act	sEH inh
CCS(=O)(=O)NC(C)C(c1cccs1)N1CCN(c2ccc(F)cc2)CC1 (stereo unspecified)	9	-6	2	8	-7	-1	-26	-10	12
COc1cc(N=c2ssnc2Cl)cc(OC)c1	-3	-2	1	0	12	-5[fluorescence artefact?]	-33	-8	8
COc1ccc2nc(NC(=S)N(C)C)sc2c1	0	-4	-3	-10	9	-7	7	-10	9
Cc1ccc(NC(=O)CC2S/C(=N/c3nccs3)N(C)C2=O)c(C)c1 (stereo unspecified)	-6	35	-4	-8	-3	-8	27	1	0
Cc1ccc(NC(=O)c2cc(S(=O)(=O)N3CCCCC3)cs2)cc1	0	1	9	3	21	6	8	-47	48
CCOC(=O)Cc1csc(NC(=O)CSc2nnnn2-c2ccc(C)c(C)c2)n1	6	-1	9	14	5	32	19	0	5
C=CCn1c(-c2csc3ccccc23)n[nH]c1=S	nt	-6	nt	-28	-17	nt	-4	2	0
CCOC(=O)Cc1csc(NC(=O)CSc2ncnc3c2cnn3-c2ccccc2Cl)n1	8	-15	5	-26	-2	-1	0	-2	4

Screening results from PubChem.
